Source: PubChem (several laboratories)
PMI inhibition = human PMI inhibitors, high substrate, primary screen, biochemical, fluorescence intensity, high mannose 6-phosphate (AID 1220). 190,000 tested, 0.66% active. recombinant PMI enzyme, coupled fluorescence intensity; higher % means a stronger effect. inhibition, % at 20 µM; hits with a dose series show IC50 in µM; in the data active means inhibition above about 50%
XIAP displacement = small molecules displacing peptide from XIAP – biochemical, IAP family, fluorescence polarization (AID 1018); XIAP BIR domain, fluorescence polarization peptide displacement; higher % means a stronger effect; one-dose displacement, % at 20 µM; IC50 in µM for titrated hits; 200,000 tested, 0.007% active; in the data active means displacement above about 50%; further: a part of the inactive calls stands beside numbers as strong as those of hits
West Nile virus CPE = inhibition of WNV-induced cytopathic effect – cell-based, CPE readout (AID 1621); West Nile virus-infected cells, CPE inhibition; higher % means a stronger effect; CPE inhibition, % at 10 µM; hits with a dose series show IC50 in µM; 290,000 tested, 0.02% active; in the data active means a potency from the dose series; inconclusive means CPE inhibition mostly from about 3.7% at the one dose, without a potency; inactive means the rest, 99 in 100 with CPE inhibition below about 2.2%; further: strong numbers were not always called active
Siah-1 displacement = Siah-1 peptide-binding antagonists, primary screen, biochemical, fluorescence polarization, rhodamine-plectin, uHTS (AID 1817); Siah-1 / rhodamine-plectin peptide fluorescence polarization; higher % means a stronger effect; displacement, % at 20 µM, or IC50 in µM where a hit was titrated; 290,000 tested, 0.02% active;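 active means displacement of at least 50% at 20 µM, with a fluorescence ratio check between 0.3 and a set limit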;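 further: plate controls were Siah plus tracer with DMSO for no effect and tracer alone without Siah for full effect; strong numbers were not always called active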
P. falciparum M1AAP = P. falciparum M1AAP inhibitors, biochemical, fluorogenic H-Leu-NHMec substrate, 1536-well (AID 1445); recombinant M1AAP, H-Leu-NHMec fluorogenic kinetic assay; higher % means a stronger effect; inhibition, % at 30 µM, or IC50 in µM where a hit was titrated; 220,000 tested, 0.42% active;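 active means primary inhibition above the hit cutoff, then over 50% inhibition at one or more dose response concentrations, cut at about 23% in these data, passing the limit was not always enough; inconclusive means conflicting primary data, or primary hits not chosen for dose response; inactive means low primary inhibition, or under 50% at every dose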;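 further: plate controls were DMSO full reaction for no effect and no enzyme background for full effect; strong numbers were not always called active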
Yfh1-off respiration = mitochondrial function rescue without frataxin homolog – Friedreich's ataxia, plus single-dose screen, dose response (AID 1465) | S. cerevisiae Yfh1-off respiration, WST-1 reduction, 72 h; higher fold induction means a stronger effect | fold induction at 50 µM, or EC50 in µM where a hit was titrated | 220,000 tested, 0.074% active;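 active means fold induction of absorbance versus untreated yeast above a set limit, then at least 30% activation at any dose in follow-up; inconclusive means repeats straddling the limit, or above it without dose testing; inactive means fold induction below the set limit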;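 further: activators that raise dye reduction in frataxin-depleted yeast; strong numbers were not always called active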
PhoP inhibition = PhoP-dependent GFP reporter repression – Salmonella Typhimurium, primary screen (AID 1863). one-dose inhibition, % at 50 µM; IC50 in µM for titrated hits. 300,000 tested, 0.16% active. S. Typhimurium PhoP-regulated promoter GFP reporter, 4 h; higher % means a stronger effect;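 active means inhibition over 29.93%, a cutoff 3 SD above the screen mean, later confirmed by dose response; inconclusive means inhibition over 29.93% but no dose response follow-up; inactive means inhibition at most 29.93% or unconfirmed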;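 further: 0% = low Mg2+ inducing control and 100% = high Mg2+ repressing control; strong numbers were not always called active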
ER stress rescue = protection against thapsigargin-triggered cell killing – 384-well, CSM14.1, ATP luminescence, primary screen (AID 1222) | CSM14.1 thapsigargin-induced death rescue, ATP luminescence; higher % means a stronger effect | cellular ATP content (survival), % at 20 µM, or EC50 in µM where a hit was titrated | 190,000 tested, under 10 active;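 active means EC50 below 50 µM in the dose-response confirmation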;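 further: death triggered by thapsigargin at about 15 µM added after 2 h compound pretreatment; cell ATP read after overnight thapsigargin exposure of roughly 18 to 22 hours; normalized against plate controls of thapsigargin alone and 5% DMSO vehicle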
P. falciparum M17LAP = P. falciparum M17LAP inhibitors, primary screen, biochemical, fluorogenic H-Leu-NHMec substrate, 1536-well (AID 1619). inhibition, % at 30 µM, or IC50 in µM where a hit was titrated. 220,000 tested, 0.38% active. recombinant M17LAP, H-Leu-NHMec fluorogenic kinetic assay; higher % means a stronger effect;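 active means compound inhibiting the enzyme by more than half at any dose during confirmatory dose-response retesting; inconclusive means strong single-dose inhibitors picked by rank but not retested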;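 further: plate controls were full reaction with DMSO carrier for no effect and no enzyme background for full effect; strong numbers were not always called active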
Active calls of the source: *; i = inactive; ? = inconclusive; . = not tested or not shown.

SMILES	PMI inhibition	XIAP displacement	West Nile virus CPE	Siah-1 displacement	P. falciparum M1AAP	Yfh1-off respiration	PhoP inhibition	ER stress rescue	P. falciparum M17LAP
O=C(NCc1csc(-c2cccs2)n1)C1CCCCC1	.	.	-0.6%	0%	4%	i	-3%	.	-1%
CC1CC(C)CN(CCCNC(=O)C2CCN(S(=O)(=O)N3CCCCC3)CC2)C1 (stereo unspecified)	-5%	-7.0%	-0.9%	2%	4%	i	5%	0.8%	-19%
CCc1ccc(-c2c(C)sc(NC(=O)C3CCC3)c2C#N)cc1	5%	-7.8%	-0.3%	-3%	5%	i	-11%	-2.3%	9%
Cc1c(N/C(=N/S(=O)(=O)c2ccc(F)cc2)c2ccccc2)c(=O)n(-c2ccccc2)n1C	-2%	-2.4%	-0.1%	-3%	-2%	i	-5%	0.4%	-8%
COc1cccc(NC(=O)COC(=O)CCCc2c[nH]c3ccccc23)c1	5%	-1.5%	0.1%	0%	3%	i	-5%	-1.0%	0%
O=C(/C(=C(\O)c1ccccc1)c1ncc[nH]1)c1ccccc1	-10%	-6.0%	-0.7%	4%	6%	i	0%	.	3%
Cc1cccc(NC(=O)CSc2nnc(Cc3ccccc3)o2)c1	3%	-6.1%	0.4%	2%	-4%	i	4%	0.9%	?
Cc1ccc(CNC(=O)C2CC(c3ccccc3[N+](=O)[O-])=NO2)o1 (stereo unspecified)	7%	-2.2%	-0.2%	5%	5%	i	8%	2.3%	13%
CC(C)CC(c1nnnn1CC1CCCO1)N1CCN(C2CCCC2)CC1 (stereo unspecified)	-13%	-2.3%	-0.3%	4%	-3%	i	-2%	-4.0%	8%
Cc1ccc(C)c2nc3sc(C(=O)N4CCCc5ccccc54)c(N)c3cc12	12%	-1.3%	.	1%	2%	.	-11%	1.3%	9%
c1ccc(N2CCN(Cc3ccsc3)CC2)nc1	-10%	-11%	-0.1%	5%	-13%	i	16%	1.5%	1%
Fc1cc(F)cc(NC(=S)NN2CCOCC2)c1	11%	-4.8%	1.4%	4%	3%	i	-6%	0.1%	-3%
COc1cc(C(=S)N2CCCCC2)ccc1OCC(=O)N1CCCC1	14%	4.4%	-0.3%	-1%	6%	i	-5%	.	17%
N#C/C(=C\c1ccccc1)C(=O)NC(=O)Oc1ccccc1	5%	-0.9%	0.7%	4%	9%	i	-3%	-0.7%	-4%
COc1ccc(/C=N/NC(=O)c2ccncc2)cc1CSc1nc2ccccc2s1	-5%	-5.3%	0.1%	-6%	?	i	24%	1.4%	-7%
COC(=O)c1ccc(N2CCN(C)CC2)c(NC(=O)c2cccnc2)c1	22%	-3.1%	0.2%	4%	-4%	i	-11%	0.1%	3%
COC(=O)C1=C(C)NC(C)=C(C(=O)OC)C1C(=O)OCC(=O)c1ccc(F)cc1	-2%	-8.1%	-0.6%	0%	-2%	i	-5%	0.3%	-2%
FC(F)(F)c1ccnc(Oc2ccc(C3=NCCS3)cc2)c1	.	.	-0.1%	8%	6%	i	4%	.	-1%
COc1ccc(-c2noc(CCC(=O)NCCCN3CCC(C)CC3)n2)cc1	-10%	-8.2%	-0.3%	2%	2%	i	4%	0.1%	2%
CC1CN(C(=O)CSc2nc(-c3ccc(F)cc3)cs2)CC(C)O1 (stereo unspecified)	-5%	-1.6%	1.4%	-4%	3%	i	0%	5.5%	16%
Cn1c(=O)c2c(nc(Br)n2C)n(C)c1=O	-1%	-2.2%	-0.2%	2%	-1%	i	9%	-3.7%	-3%
COc1ccc(CC(=O)Nc2cc(NC(=O)Cc3ccc(OC)c(OC)c3)cc(C(=O)O)c2)cc1OC	10%	-6.4%	0.7%	0%	8%	i	-2%	3.3%	32%
O=C(CSc1nc2ccccc2[nH]1)N1CCN(S(=O)(=O)c2ccc(Cl)cc2)CC1	11%	-11%	-0.3%	0%	0%	i	13%	0.5%	-1%
CC(C)CN1CCN(Cc2cccn2-c2cccnc2)CC1CCO (stereo unspecified)	-4%	-5.3%	-0.2%	-2%	0%	i	-2%	-1.3%	15%
COc1ccccc1/C=C/C=N/N1CCN(c2ccccn2)CC1	17%	-0.6%	-0.3%	5%	9%	i	12%	-2.1%	1%
COc1ccc(CCNC(=S)N2CCC(C(N)=O)CC2)cc1	.	.	-0.1%	-1%	8%	i	-9%	.	1%
COC(=O)c1sccc1NC(=O)c1cc(C)on1	10%	-15%	.	-1%	7%	.	2%	-0.7%	19%
COc1ccc(C(=O)NCCSc2ccccc2)cc1	7%	3.9%	-0.1%	5%	-2%	i	7%	-6.9%	9%
NS(=O)(=O)c1ccc(NCc2ccccc2OCc2ccccc2F)cc1	9%	-4.1%	-1.2%	7%	5%	i	0%	-0.6%	4%
COc1ccc(CN2CCN(C(=O)CC(C)C)CC2)cc1OC	-3%	-7.3%	0.2%	0%	-4%	i	6%	-1.3%	7%
O=C1CC2C(=O)NCCN2C(=NC(=O)c2ccc(Cl)cc2)N1 (stereo unspecified)	-9%	-5.8%	-0.3%	9%	-6%	i	-4%	3.2%	-1%
COc1ccc(CNC(=O)c2n[nH]c3ccccc23)cc1OC	2%	-0.5%	0.9%	2%	-7%	i	18%	0.0%	-1%
Cc1ccc2ncccc2c1NS(=O)(=O)c1ccccc1	-6%	-1.0%	-0.5%	-5%	11%	i	-14%	-0.5%	0%
CCCn1c(O)c(N=N)c2ccccc21	-8%	-2.0%	0.2%	2%	11%	i	7%	-0.5%	9%
C=CCc1cc(/C=C/c2nc(O)c([N+](=O)[O-])c(=O)[nH]2)cc(OC)c1O	69%*	-5.9%	0.1%	-1%	21%	i	11%	-0.4%	19%
CC(=O)Nc1ccc(NC(=O)C23CC4CC(C2)CC(n2cnc(Br)n2)(C4)C3)cc1	2%	-2.7%	0.9%	3%	10%	i	-6%	0.3%	17%
Cc1nnc(SCc2cc(=O)[nH]c(/N=C(\N)Nc3ccccc3Sc3ccccc3)n2)s1	8%	-1.4%	0.3%	-2%	3%	i	-12%	2.2%	2%
O=C(Nc1cccc(S(=O)(=O)N2CCCC2)c1)c1ccc2c(c1)OCO2	-1%	-11%	0.1%	3%	0%	i	-1%	-0.5%	6%
CNC(=S)NNC(=O)c1sc2cc(C(F)(F)F)cnc2c1-c1cccnc1	-9%	-7.7%	0.0%	7%	4%	i	-2%	.	-2%
Cc1cccc(N2CCN(C(=S)Nc3ccc4nc(N5CCN(C)CC5)cc(C)c4c3)CC2)c1C	16%	-10%	-1.6%	4%	0%	i	-8%	-2.0%	7%
Cc1ccc(NC(=O)C(Nc2cccc(C)c2)c2ccccc2)cc1 (stereo unspecified)	-2%	-11%	-1.4%	-2%	2%	i	8%	-0.9%	3%
CCOc1cccc(-c2nn(-c3ccccc3)cc2/C=C(/C#N)C(=O)NCCCn2ccnc2)c1	7%	-2.2%	0.7%	-8%	-3%	i	2%	1.6%	2%
S=C1NCCNC(=S)NCCOCCN1	-4%	-0.1%	1.4%	-2%	4%	i	8%	-1.1%	-6%
COc1ccc(CNc2nc3ccccc3n2Cc2ccc(C)cc2)cc1OC	7%	0.9%	-2.0%	-2%	14%	i	-5%	-0.9%	2%
O=C(NCc1ccccc1)c1cc(=O)c2ccccc2o1	-10%	-3.6%	-0.8%	0%	-1%	i	-7%	0.6%	-2%
Cc1ccc(N2CC(C(=O)N3CCN(C(=O)c4ccco4)CC3)CC2=O)cc1 (stereo unspecified)	5%	-3.1%	-0.3%	0%	2%	i	8%	.	4%
Cc1ccc(-c2ccc(=O)n(CCC(=O)NCc3ccccn3)n2)cc1	0%	-1.4%	-0.1%	1%	-1%	i	5%	.	9%
CCN1CCN(C(=O)c2cc(COc3ccc4ncccc4c3)on2)CC1	19%	-7.6%	-1.7%	0%	-1%	i	2%	-1.1%	1%

3 compounds from above, sorted by SMILES length, high to low:
SMILES	PMI inhibition	XIAP displacement	West Nile virus CPE	Siah-1 displacement	P. falciparum M1AAP	Yfh1-off respiration	PhoP inhibition	ER stress rescue	P. falciparum M17LAP
Cc1ccc(N2CC(C(=O)N3CCN(C(=O)c4ccco4)CC3)CC2=O)cc1 (stereo unspecified)	5%	-3.1%	-0.3%	0%	2%	i	8%	.	4%
COc1ccc(CNc2nc3ccccc3n2Cc2ccc(C)cc2)cc1OC	7%	0.9%	-2.0%	-2%	14%	i	-5%	-0.9%	2%
O=C(NCc1ccccc1)c1cc(=O)c2ccccc2o1	-10%	-3.6%	-0.8%	0%	-1%	i	-7%	0.6%	-2%

Returning to the listing, repeating the 6 entries before the break.
SMILES	PMI inhibition	XIAP displacement	West Nile virus CPE	Siah-1 displacement	P. falciparum M1AAP	Yfh1-off respiration	PhoP inhibition	ER stress rescue	P. falciparum M17LAP
S=C1NCCNC(=S)NCCOCCN1	-4%	-0.1%	1.4%	-2%	4%	i	8%	-1.1%	-6%
COc1ccc(CNc2nc3ccccc3n2Cc2ccc(C)cc2)cc1OC	7%	0.9%	-2.0%	-2%	14%	i	-5%	-0.9%	2%
O=C(NCc1ccccc1)c1cc(=O)c2ccccc2o1	-10%	-3.6%	-0.8%	0%	-1%	i	-7%	0.6%	-2%
Cc1ccc(N2CC(C(=O)N3CCN(C(=O)c4ccco4)CC3)CC2=O)cc1 (stereo unspecified)	5%	-3.1%	-0.3%	0%	2%	i	8%	.	4%
Cc1ccc(-c2ccc(=O)n(CCC(=O)NCc3ccccn3)n2)cc1	0%	-1.4%	-0.1%	1%	-1%	i	5%	.	9%
CCN1CCN(C(=O)c2cc(COc3ccc4ncccc4c3)on2)CC1	19%	-7.6%	-1.7%	0%	-1%	i	2%	-1.1%	1%
CC(C)c1ncc(C(O)c2cccc3ccccc23)n1C (stereo unspecified)	0%	-3.7%	-0.6%	2%	5%	i	0%	-1.4%	-4%
CCC(=O)Oc1ccc2c(C)cc(=O)oc2c1C(=O)CC	.	.	0.6%	-2%	2%	i	-1%	.	2%
Cc1ccc(C(=O)Oc2ccccc2N2CCOCC2)cc1	.	.	-0.1%	3%	10%	i	-11%	.	7%
COc1ccccc1C(c1nnnn1Cc1ccccc1)N1CCN(c2nc3ccccc3s2)CC1 (stereo unspecified)	-15%	-3.2%	0.9%	6%	1%	i	-2%	13%	-13%
CC(=O)Nc1ccc(Nc2c3ccccc3nc3ccccc23)cc1	7%	-2.4%	-2.1%	-2%	-1%	i	0%	-0.8%	0%
CCN(CC(=O)Nc1ccc2c(c1)OCCO2)c1ccc(S(=O)(=O)N2CCOCC2)cn1	-1%	0.7%	-0.4%	4%	7%	i	-7%	0.0%	27%
CC(=O)n1cc([C@H]2C=C(C(=O)N3CCN(Cc4ccccc4)CC3)O[C@@H](OCc3ccc(CO)cc3)C2)c2ccccc21	20%	-6.3%	-0.3%	1%	4%	i	-4%	-1.1%	6%
